# Screening results: PubChem BioAssay, Broad Institute
# ARNT-TACC3 inh: disrupts binding between human ARNT and TACC3. AlphaScreen His-ARNT PAS-B/GST-TACC3 binding, luminescence; TACC3 fragment carries E629A point mutation. 390,000 tested, 0.66% active. inhibition, % at 9.99 µM. Q9Y6A5;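 active = mean inhibition of replicates at least 50% and at least half of replicates each reaching 50%; inconclusive = half or more replicates reach 50% but mean below 50%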;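 note: 0% = complete ARNT plus TACC3 wells and 100% = ARNT alone without TACC3; many hits fall short of the cut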
# LGR2 antag: inhibitors of bursicon-induced Drosophila LGR2 receptor cAMP signaling. inhibition, % at 9.99 µM. 380,000 tested, 0.35% active. HEK293 LGR2, CRE-luciferase, bursicon-stimulated, 4 h;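 active = drop in luminescence signal, shown as inhibition above about 50% in the replicate tests, limit read from the data, passing the limit was not always enough; inconclusive = probably only some replicates passing the limit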;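 note: agonist challenge used bursicon conditioned medium at about half maximal strength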
# Statin myotox sup: protects C2C12 myotubes from simvastatin toxicity. ATP luminescence, 48 h; scaled: DMSO 0, geranylgeraniol control 100. rescue of ATP level, % at 7.49 µM. 330,000 tested, 0.78% active. AID 602340;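 active = mean ATP rescue above about 67%, or every replicate alone reaching that limit, limit read from the data, passing the limit was not always enough; inconclusive = no clear call, values can overlap the other calls; inactive = mean under the limit and some replicate under it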;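 note: myotubes were challenged with 10 µM simvastatin during compound exposure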
# Cneo AK release: Cryptococcus neoformans lysis via adenylate kinase release; C. neoformans lysis, adenylate kinase release luminescence, 4 h; normalised: neutral wells 0, clomiphene wells 100; 360,000 tested, 0.2% active; lysis activity, % at 15 µM; AID 651654;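 active = mean lysis activity across replicates of at least 80%, whatever share of replicates individually reach that level; inactive = mean lysis activity below 80%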
#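 Test system: log-phase Cryptococcus neoformans yeast cells; Quantity: yeast cell density of 5 × 10^6 cells/mL; Buffer or medium: YPD; Doses: single compound concentration per well; Timing: 4 h at 37 °C static, read 1 h later; Measured by: AK luminescence; Read-out basis: lysis from increased AK signal; Control set: Clomiphene as positive control.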
# PAX8 inh HTS: inhibitors of PAX8 transcriptional activity in RMG-I cells; RMG-I TPO-luciferase reporter, SteadyGlo, 24 h; inhibition, % at 12.6 µM; 360,000 tested, 1.2% active; AID 652154;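 active = mean replicate inhibition at least 60% with every replicate also reaching 60%; inconclusive = only one of the two criteria is met; inactive = mean below 60% and not all replicates reaching 60%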;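 note: luciferase light reporting Pax8 driven TPO promoter activity; plate controls were median of neutral control wells for no effect and mitoxantrone controls for full effect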
# INS-1E GSIS act: GLuc luminescence reporter in INS-1E cells, primary screen for activators of glucose-dependent secretion of insulin | activation, % at 16.6 µM | 370,000 tested, 0.61% active | AID 743287 | INS-1E GLuc reporter insulin secretion, 2-3 h;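 active = lowest replicate activation of at least 40%, so every replicate reaches that level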;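 note: 0% = median of neutral control wells and 100% = median of IBMX positive control wells; some compounds called inactive have numbers as strong as hits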
# PglD inh: PglD (C. jejuni) enzyme inhibition; 360,000 tested, 0.098% active; purified PglD enzyme, DTNB colorimetric CoA detection; inhibition, % at 12.5 µM; in the data active = inhibition above about 16%, passing the limit was not always enough; inconclusive = no clear call, values can overlap the other calls; note: strong numbers were not always called active
# PGC1a acetyl inh: lowers PGC1a acetylation signal in U2OS cells; AlphaScreen anti-acetyl-lysine; with virally co-expressed GCN5 acetyltransferase; inhibition, % at 15.6 µM; 350,000 tested, 0.17% active;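 active = every replicate shows inhibition of at least 40%; inconclusive = mean inhibition at least 40% but some replicate below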;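 note: 0% = neutral control wells and 100% = positive control wells; some results beyond the cut were filed as inactive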
# Numbers without * were called inactive; ? = inconclusive; . = not tested or not shown.
# Preview (3 entries):
SMILES,ARNT-TACC3 inh,LGR2 antag,Statin myotox sup,Cneo AK release,PAX8 inh HTS,INS-1E GSIS act,PglD inh,PGC1a acetyl inh
COc1ccccc1C/C(N)=N/OC(=O)COc1cccc(C)c1,-8,2,-11,-1,10,-14,1,2
C#CCN1C=CC(=O)[C@@H](OC(=O)Nc2ccccc2Br)[C@H]1c1ccccc1Br,1,26,9,9,8,-12,2,-14
COc1cc2[nH]c(=S)nc(NCCc3ccc(S(N)(=O)=O)cc3)c2cc1OC,70*,-5,.,.,8,-6,.,8

# The listing, from the first entry:
SMILES,ARNT-TACC3 inh,LGR2 antag,Statin myotox sup,Cneo AK release,PAX8 inh HTS,INS-1E GSIS act,PglD inh,PGC1a acetyl inh
COc1ccccc1C/C(N)=N/OC(=O)COc1cccc(C)c1,-8,2,-11,-1,10,-14,1,2
C#CCN1C=CC(=O)[C@@H](OC(=O)Nc2ccccc2Br)[C@H]1c1ccccc1Br,1,26,9,9,8,-12,2,-14
COc1cc2[nH]c(=S)nc(NCCc3ccc(S(N)(=O)=O)cc3)c2cc1OC,70*,-5,.,.,8,-6,.,8
CCCn1c(N)c(C(=O)CSc2nnc(Cc3ccccc3)o2)c(=O)n(C)c1=O,-36,.,-6,0,.,.,-4,-2
COc1ccccc1NC(=O)N[C@@H]1CC[C@H](CCNS(=O)(=O)c2ccccc2)O[C@H]1CO,.,17,24,.,10,17,.,2
CC1C(C#N)=C(N)OC2=C1C(=O)CCC2 (stereo not given),-10,.,10,3,.,.,-8,4
CC(=O)Oc1cc2c3c(c1)/C(=C1/SC(=S)NC1=O)C(=O)N3C(C)(C)C=C2C,9,9,.,.,4,3,.,.
O=C(CSc1nc2ccccc2[nH]1)N/N=C/c1ccncc1,.,-4,.,-1,21,-7,-5,13
CCCC(=N)C1=C(O)CC(CC(C)SCC)CC1=O (stereo not given),.,-4,.,0,.,9,-7,8
Cc1c(N)cc[n+](CC(=O)c2ccccc2)c1C,-32,-2,-14,.,35,-5,.,-10
CN(C)S(=O)(=O)N1CCN(c2ccc([N+](=O)[O-])c(N3CCCCC3)c2)CC1,-1,-23,-4,.,-8,4,.,2
Cc1ccc2oc(=O)c3cnn(CC(=O)N(CCCN4CCOCC4)Cc4ccco4)c3c2c1,.,7,-10,3,2,-18,-4,9
CC(C)NC(=O)Nc1cccc2c1O[C@@H](CN(C)Cc1ccccc1)[C@@H](C)CN([C@H](C)CO)C2=O,.,-3,12,-1,6,0,-2,-5
CSc1ccc(Cl)c(C(=O)OCC(=O)Nc2ccccc2OC(F)F)c1,-3,-3,.,1,32,-19,-3,8
N#Cc1c(N(CCO)CCO)nc(N)c2c(N)nc3c(c12)CC(=O)N3CC1CCCO1 (stereo not given),3,2,.,.,0,-5,.,3

# Look-ups from above.
# COc1ccccc1C/C(N)=N/OC(=O)COc1cccc(C)c1 @ PGC1a acetyl inh: 2
# COc1cc2[nH]c(=S)nc(NCCc3ccc(S(N)(=O)=O)cc3)c2cc1OC @ PAX8 inh HTS: 8
# N#Cc1c(N(CCO)CCO)nc(N)c2c(N)nc3c(c12)CC(=O)N3CC1CCCO1 (stereo not given) @ PGC1a acetyl inh: 3
# COc1ccccc1NC(=O)N[C@@H]1CC[C@H](CCNS(=O)(=O)c2ccccc2)O[C@H]1CO @ LGR2 antag: 17
# CCCC(=N)C1=C(O)CC(CC(C)SCC)CC1=O (stereo not given) @ Cneo AK release: 0

# Following part.
SMILES,ARNT-TACC3 inh,LGR2 antag,Statin myotox sup,Cneo AK release,PAX8 inh HTS,INS-1E GSIS act,PglD inh,PGC1a acetyl inh
CC(C)(C)OC(=O)CNC(=O)c1[nH]cnc1C(=O)N[C@@H](Cc1ccccc1)C(=O)OC(C)(C)C,12,10,6,0,4,.,-2,9
C[C@H](CO)N1C[C@H](C)[C@H](CN(C)C)Oc2c(NC(=O)NC3CCCCC3)cccc2C1=O,2,1,0,13,-6,9,-1,4
Cc1ccsc1C(=O)N1CCC(CO)(Cc2ccccc2)CC1,-3,2,-34,1,8,5,-5,18
C[C@@H]1CN([C@@H](C)CO)C(=O)Cc2cc(NS(=O)(=O)c3ccc(F)cc3)ccc2O[C@H]1CN(C)S(=O)(=O)c1ccc(F)cc1,9,-4,37,-3,-20,-5,-1,-6
COc1ccc(CN(C)C[C@@H]2OCCCC[C@@H](C)Oc3ccc(NC(=O)Nc4ccc(C(F)(F)F)cc4)cc3C(=O)N([C@@H](C)CO)C[C@@H]2C)cc1,12,.,-72,-2,86*,-19,0,22
O=C(COC(=O)c1ccc(O)cc1O)c1ccc(Cl)cc1,-1,-37,.,.,-126,6,.,-5
Cc1ccc(OCCOC(=O)c2c(-c3ccccc3)noc2C)cc1,.,11,-6,-2,2,1,-3,-16
O=C(CNS(=O)(=O)c1cccc2nonc12)NCc1ccc(F)cc1,2,.,5,1,15,.,6,4
Cc1cc(C)cc(N(CC(=O)NCc2ccco2)C(=O)CCC(=O)Nc2nccs2)c1,-12,.,2,-1,8,-6,-5,-1
NC(=O)c1nsc(C(=O)N(c2ccc(Cl)cc2)C(C(=O)NCC2CCCO2)c2cccs2)c1N (stereo not given),-4,6,?,0,30,-13,-7,-27
CN(C)S(=O)(=O)c1ccc(C(=O)N2CCN(S(=O)(=O)c3ccc4c(c3)OCCO4)CC2)cc1,0,-6,5,0,1,11,.,.
COc1ccc(CCNC(=O)C(C)Sc2ccc(C)cc2)cc1OC (stereo not given),0,0,.,.,-2,53*,.,.
COc1ccc(C(=O)SC2=NCCS2)cc1,0,-5,22,1,.,-26,7,6
CC[N+](CC)(CC)CCOc1cccc(OCC[N+](CC)(CC)CC)c1OCC[N+](CC)(CC)CC,13,.,3,3,.,.,-7,-11
O=C(NC1CCCCC1)c1cc([N+](=O)[O-])[nH]n1,-6,-19,1,2,-25,-4,5,.
COc1ccc2nc(NC(=O)C3CCN(S(=O)(=O)c4cccc5nsnc45)CC3)sc2c1,-2,.,34,1,63*,.,7,2
Cc1ccsc1C(=O)N1CCCC(CO)(Cc2ccccc2)C1 (stereo not given),3,-13,8,-1,.,-6,-1,-2
O=C(COC(=O)c1cncc(Br)c1)NC1CCCC1,-1,-2,6,-2,5,3,-7,0
Cc1noc(C)c1NC(=O)Nc1ccc2c(c1)C(=O)N([C@H](C)CO)C[C@@H](C)[C@H](CN(C)Cc1ccccc1)OCCCC[C@H](C)O2,1,-9,.,15,-4,2,-3,3
CO[C@H]1CN(C)C(=O)c2cc(NC(C)=O)ccc2OC[C@H](C)N(C(=O)c2ccccn2)C[C@@H]1C,-3,3,-1,-3,.,6,0,3
NNC(=O)C1CC(O)CN1S(=O)(=O)c1ccc2ccccc2c1 (stereo not given),3,6,6,0,9,21,2,9
CCn1cc(CCC(=O)NCc2ccccc2OC)c2ccccc21,0,0,-3,2,5,-12,-5,.
CCCNC(=O)Cc1ncn[nH]1,0,.,-2,-1,.,.,-4,7
COc1ccccc1C(=O)COC(=O)COc1ccc(C#N)cc1,-10,1,-1,-2,-11,-1,-4,8
Cc1cc(C(=O)COC(=O)c2ccccc2O)c(C)n1Cc1cccs1,-3,.,.,-4,.,.,4,-9
Cc1ccc(S(=O)(=O)N[C@@H]2CC[C@H](CCNC(=O)C3CCCCC3)O[C@H]2CO)cc1,-22,-8,3,-1,17,-2,-1,-5
N#Cc1nc(-c2ccco2)oc1NCc1ccccc1Cl,.,-20,10,3,6,25,-2,13
Cc1ccc(-n2c(-c3ccco3)nc3nc4ccccc4nc32)cc1F,-2,.,.,4,-6,.,8,.
O=C(c1ccco1)N1CCN(CC(=O)N2c3ccccc3CCc3ccccc32)CC1,0,.,8,-2,16,-5,1,-6
C[C@@H]1CN([C@@H](C)CO)S(=O)(=O)c2ccc(C#CC3CC3)cc2O[C@@H]1CN(C)C(=O)c1cccc(F)c1,8,-6,1,1,9,-17,0,-1
Cc1cccc(C)c1N1C(=O)CC(N2CCSCC2)C1=O (stereo not given),-2,8,.,.,5,8,.,.
Cc1cc(C)c(S(=O)(=O)N2CCCCC2)c(C)c1-n1ncnn1,-5,.,15,-2,.,.,-1,0
CCN1C(N(C)CCc2cccs2)=N[C@@H](c2ccccc2)C(C(=O)OC)=C1C,-5,17,-14,2,10,.,6,6
O=[N+]([O-])c1cccc2c3c([nH]c12)CCCC3,-10,-3,.,5,4,10,4,-6
O=C(Nc1ccc2c(c1)ncn2C1CCCCC1)c1ccco1,5,.,-25,-2,-62,-4,7,15
CCn1nc(NS(=O)(=O)c2ccc([N+](=O)[O-])cc2)c2cc3cccc(C)c3nc21,0,-5,6,-3,-12,-19,-1,-2
CCCNC(=O)N1C[C@@H](C)[C@H](OC)CN(C)C(=O)c2cc(NS(=O)(=O)CC(F)(F)F)ccc2OC[C@@H]1C,-19,5,3,-3,5,3,1,-7
OCCSc1nc2ccccc2n1CCOc1ccccc1,-4,-11,7,3,.,17,-3,-7
CC(C)NC(=O)N(C)C[C@@H]1Oc2ccc(NS(=O)(=O)c3ccc(Cl)cc3)cc2C(=O)N([C@H](C)CO)C[C@@H]1C,-2,7,-11,-1,7,-4,3,7
CC1(C)C(=O)Nc2ccccc2N1C(=O)Cn1ncc(Cl)c(Cl)c1=O,4,7,.,.,56,2,.,-26
COc1cccc(/C=C/C(=O)OCC(=O)c2ccc(C)c(C)c2)c1OC,8,-12,-5,-1,-3,26,2,16
COc1ccc(OC)c(NC(=O)CCC(=O)Oc2ccc(C)cc2)c1,-4,-2,35,-4,-12,3,1,2
CC(=O)Nc1ccc(C(=O)COC(=O)c2nc3nc(C)cc(C)n3n2)cc1,0,.,10,-1,5,-5,1,.
O/N=C(/CCc1ccccc1)c1ccc2c(c1)OCCO2,4,-73,3,-1,-208,-5,4,-6
O=C(C[C@H]1C[C@H]2c3cc(NC(=O)C4CCC4)ccc3O[C@H]2[C@H](CO)O1)NCc1cccnc1,.,9,9,-1,-6,5,6,-12

# Marked active in INS-1E GSIS act (from the list above):
SMILES	ARNT-TACC3 inh	LGR2 antag	INS-1E GSIS act	PglD inh	PGC1a acetyl inh
COc1ccc(CCNC(=O)C(C)Sc2ccc(C)cc2)cc1OC (stereo not given)	0	0	53*	.	.

# Continuation:
SMILES,ARNT-TACC3 inh,LGR2 antag,Statin myotox sup,Cneo AK release,PAX8 inh HTS,INS-1E GSIS act,PglD inh,PGC1a acetyl inh
Cc1cccc(NS(=O)(=O)c2ccc(C)c(C(=O)OCC(=O)Nc3cc(C)on3)c2)c1,0,.,8,9,.,-25,-4,-6
CC(C)(Oc1ccc(CCNC(=O)c2ccc(-c3ccccc3)o2)cc1)C(=O)O,-4,-6,.,2,39,1,0,1
CCCC(=O)Nc1ccc2c(c1)C(=O)N(C)C[C@H](OC)[C@@H](C)CN(C(=O)c1cnccn1)[C@@H](C)CO2,-3,-2,6,-5,.,2,-1,10
N#Cc1c(N)nc2c(c1-c1ccncc1)CCCC2,-2,.,-3,-2,25,.,2,2
